Screening data deposited in PubChem BioAssay by National Center for Advancing Translational Sciences (NCATS).
TRHR agonist – qHTS for Small Molecule Agonists and Allosteric Enhancers of Human TRH Receptor: Primary Screen for Agonists; Thyrotropin-releasing hormone receptor (Homo sapiens), P34981; TRHR cells, calcium flux fluo-8, FDSS agonist mode; activation, % at 2 µM; 360,000 tested, 0.18% active; AID 493084, 2011; in the data active = activation above about 30%; also: 0% is about no effect
Target sequence (P34981 whole entry, looked up): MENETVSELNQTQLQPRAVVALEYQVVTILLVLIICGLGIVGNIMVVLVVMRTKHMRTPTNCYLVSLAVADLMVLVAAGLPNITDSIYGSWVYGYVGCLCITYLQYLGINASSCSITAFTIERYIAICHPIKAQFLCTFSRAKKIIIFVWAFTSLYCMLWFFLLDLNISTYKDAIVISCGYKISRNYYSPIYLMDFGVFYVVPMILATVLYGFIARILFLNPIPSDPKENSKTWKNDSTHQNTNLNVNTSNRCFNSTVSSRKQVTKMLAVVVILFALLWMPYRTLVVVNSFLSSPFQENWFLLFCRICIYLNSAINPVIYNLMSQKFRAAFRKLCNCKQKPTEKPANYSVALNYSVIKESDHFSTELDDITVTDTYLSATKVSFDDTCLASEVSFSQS
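Fluo-8-loaded TRHR cells; 10 s baseline, compound added, kinetic Ca2+ fluorescence read 1/s, agonist mode.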
Pol beta inh – qHTS Assay for Inhibitors of DNA Polymerase Beta; P06746; Pol beta primer extension/strand displacement, fluorescence kinetic; Potency, µM (highest dose often 114 µM), for the others: at the top dose activity change, negative = inhibition, actives largely listed as inhibitors; 340,000 tested, 1.3% active; AID 485314, 2010; also: potency is read from the fitted curve at half-maximal effect; % is scaled to controls: 0 for no effect and ±100 for the full control effect
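Homogeneous kinetic assay of primer extension and strand displacement by 10 nM Pol beta, preincubated 15 min at room temperature with compound before 50 nM substrate (final) was added. Read at 0 and 10 min; four-parameter Hill fit.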
Anesthetic bind – qHTS Assay for Identification of Novel General Anesthetics; 350,000 tested, 0.074% active; Potency, µM (titrated, usually from 77.5 µM), for the others: at the top dose activity change, negative = displacement, most hits filed as inhibitors; Ferritin light chain (Equus caballus), P02791; apoferritin/1-aminoanthracene competitive binding, fluorescence; also: potency is read from the fitted curve at half-maximal effect; % is scaled to controls: 0 for no effect and ±100 for the full control effect; nearly all actives have a fitted effect of over 20% in size
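Steps: apoferritin (10 uM) was premixed with half-saturated 1-AMA in PBS, compounds were pin-transferred, plates stood 10 min at room temperature, fluorescence was read at 380/535 nm, and curves were fitted with a Hill equation.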
POLI inh – qHTS for Inhibitors of Polymerase Iota; 390,000 tested, 1% active; Pol iota fluorescent replication assay, 10 min; Potency, µM (series often up to 115 µM), without a hit: at the highest dose activity, negative = inhibition, most hits filed as inhibitors; AID 588590, 2011; DNA polymerase iota (Homo sapiens), Q9UNA4; also: potency is read from the fitted curve at half-maximal effect
Target sequence (Q9UNA4 whole entry, looked up): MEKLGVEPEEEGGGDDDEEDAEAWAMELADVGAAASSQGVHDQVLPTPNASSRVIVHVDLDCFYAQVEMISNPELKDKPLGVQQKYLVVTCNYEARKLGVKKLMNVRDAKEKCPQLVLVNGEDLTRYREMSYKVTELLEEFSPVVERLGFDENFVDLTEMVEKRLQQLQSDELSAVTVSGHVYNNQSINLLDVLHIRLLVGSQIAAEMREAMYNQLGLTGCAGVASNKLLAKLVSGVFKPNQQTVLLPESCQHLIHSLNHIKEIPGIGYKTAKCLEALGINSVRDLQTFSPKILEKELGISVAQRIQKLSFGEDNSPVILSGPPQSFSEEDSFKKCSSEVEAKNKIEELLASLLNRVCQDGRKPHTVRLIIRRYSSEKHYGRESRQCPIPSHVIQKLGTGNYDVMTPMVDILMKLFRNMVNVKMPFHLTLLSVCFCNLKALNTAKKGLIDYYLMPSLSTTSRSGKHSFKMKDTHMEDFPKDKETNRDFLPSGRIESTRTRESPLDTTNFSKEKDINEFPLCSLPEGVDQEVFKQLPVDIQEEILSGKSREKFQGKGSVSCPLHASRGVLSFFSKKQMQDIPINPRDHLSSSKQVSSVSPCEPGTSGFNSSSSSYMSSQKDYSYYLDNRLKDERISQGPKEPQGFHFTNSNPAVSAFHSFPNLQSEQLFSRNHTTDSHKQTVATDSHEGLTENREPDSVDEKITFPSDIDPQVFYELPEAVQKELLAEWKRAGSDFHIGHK
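Pol iota at 10 nM preincubated 15 min with compounds at room temperature; reaction started with fluorescent substrate, 50 nM final. Fluorescence read kinetically at 0 and 10 min; buffer-only wells as negative control.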
BLM inh – qHTS Assay for Inhibitors of Bloom's syndrome helicase (BLM). Potency, µM (highest dose often 56.1 µM), without a hit: at the top dose activity change, negative = inhibition, hits mostly inhibitors. 350,000 tested, 0.2% active. RecQ-like DNA helicase BLM (Homo sapiens), P54132. recombinant BLM DNA unwinding, fluorescence dequenching;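 also: potency is read from the fitted curve at half-maximal effect; plate controls were vehicle for no effect and no enzyme for full effect; nearly all actives have a fitted effect of over 35% in size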
12-LOX inh – Primary qHTS assay for inhibitors of human arachidonate 12S-lipoxygenase (ALOX12): Round 2; Polyunsaturated fatty acid lipoxygenase ALOX12 (Homo sapiens), P18054; purified 12hLO, xylenol orange hydroperoxide absorbance; 580,000 tested, 1.1% active; Potency, µM (highest dose often 108 µM), for inactives: at the top dose activity change, negative = inhibition, hits mostly inhibitors; AID 1671190, 2021; also: potency is read from the fitted curve at half-maximal effect; % is scaled to controls: 0 for no effect and ±100 for the full control effect
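Purified human 12hLO (150 nM final) in 25 mM Hepes, 0.01% Triton X-100, pH 7.0 was preincubated 15 min at room temperature with compound. Then 40 uM arachidonic acid was added, 30 min. Hydroperoxide was read by Fe-XO absorbance ratio 573/405 nm.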
Pol kappa inh – qHTS for Inhibitors of Polymerase Kappa. DNA polymerase kappa (Homo sapiens), Q9UBT6. purified Pol kappa, fluorescent DNA synthesis assay, 10 min. Potency, µM (series often up to 107 µM), for the others: at the top dose activity, negative = inhibition, usual class: inhibitors. 400,000 tested, 0.53% active; also: potency is read from the fitted curve at half-maximal effect; % is scaled to controls: 0 for no effect and ±100 for the full control effect
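Enzyme at 10 nM met test compounds for 15 min at room temperature. Substrate addition (50 nM final) began the reaction, which was monitored by fluorescence at 0 and 10 min.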
APE1 inh – qHTS Assay for Inhibitors of the Human Apurinic/apyrimidinic Endonuclease 1 (APE1); recombinant APE1, TAMRA/BHQ-2 abasic DNA cleavage fluorescence; DNA repair nuclease/redox regulator APEX1 (Homo sapiens), P27695; AID 2517, 2012; 350,000 tested, 0.35% active; Potency, µM (series often up to 65.8 µM), for the others: at the top dose activity change, negative = inhibition, usual class: inhibitors;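 also: potency is read from the fitted curve at half-maximal effect; plate controls were vehicle for no effect and reference inhibitor for full effect; nearly all actives have a fitted effect of over 55% in size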
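APE1 at 0.75 nM final was preincubated with compound 15 min at room temperature, then 50 nM double-stranded THF abasic-site substrate (5'-TAMRA/3'-BHQ-2) was added. Fluorescence (ex 525/em 598 nm) was read kinetically; third-minus-first read gave activity.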
ERG-DNA inh – qHTS for Small Molecule Inhibitors of the ERG Ets/DNA interaction; Transcriptional regulator ERG (Homo sapiens), P11308; fluorescence polarization, His-ERG Ets domain / labelled DNA; Potency, µM (doses to about 76.9 µM), without a hit: at the highest dose FP activity, negative = inhibition, hits mostly inhibitors; 370,000 tested, 0.028% active; AID 624246, 2012; active = well fitted inhibition curve with a large enough effect in the polarisation, with a control signal flat; inconclusive = small, poorly fitted or top-dose-only effect, or effect the other way, or a change in a side signal; inactive = no such curve, though single readings can be large or run the other way; the % refers to the polarisation;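 also: polarization taken with two DNA probes labelled with fluorescein and Texas red; potency is read from the fitted curve at half-maximal effect; % of control where 0% means no effect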
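His-tagged ERG Ets domain (1 uM in the protein solution; 300mM KCl, 50mM Tris-HCl, 1mM EDTA, 1mM DTT, pH 7.5) received compound, then a probe mix of 5 nM fluorescein-DNA and 100nM Texas-615-DNA. Fluorescence polarization was read for both dyes.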
* = called active by the depositor; ? = inconclusive; . = no result given; & = joins results of further samples; [ ] = dose if it differs, or a comment. Unless noted, calls follow the shape of the dose curve; as a rule, active = well fitted curve in the direction sought with a large enough effect; inconclusive = small, poorly fitted or top-dose-only effect, or another doubt; inactive = no such curve, though single readings can be large; an effect the other way counts as inactive or inconclusive.

1: CCCCCn1c(=O)c(C(=O)NCc2ccccn2)c(O)c2ccccc21
2: COC(=O)[C@@]1(O)C[C@@H]2O[C@@]1(C)n1c3ccccc3c3c4c(c5c6ccccc6n2c5c31)C(=O)NC4
3: N#Cc1cc2c(nc1SCC(=O)Nc1ccc(F)c(Cl)c1)C1CCN2CC1
4: COc1ccc(NC(=O)N2CCC3(CC2)OCCO3)c(OC)c1
5: Cc1ccc(C(=O)Nc2ccccc2)cc1S(=O)(=O)N1CCCC1
6: CCN(CC)CCOC(=O)c1cc2cc(COC)ccc2o1
7: CCCCNC(=O)c1c(N)n(CCCOC)c2nc3ccccc3nc12
8: CNCCc1ccccc1

Compound	1	2	3	4	5	6	7	8
12-LOX inh	?	.	-2%	-3%	-4%	.	?	.
Anesthetic bind	-9%	-4%	-4%	-6%	4%	-6%	362%[activator]	3%
ERG-DNA inh	-4%	.	-2%	-2%	3%	3%	9%	.
BLM inh	-12%	3%	-4%	2%	-5%	4%	?	-2%
TRHR agonist	0.4	.	-0.4	-2.0	-0.2	0.1	1.0	0.1
POLI inh	11%	.	-4%	16%	?	14%	2.5µM*	.
Pol kappa inh	-4%	13%[60.1 µM]	-22%	-6%	-8%[60.1 µM]	2%	-18%	.
APE1 inh	8%	-4%	.	6%	.	-1%	-10%	12%
Pol beta inh	-5%	.	-7%	?	-6%	6%	18%	6%

9: CCOC(=O)c1ccc(N2C(=O)CC(N3CCC(C#N)(c4ccccc4)CC3)C2=O)cc1 (stereo unspecified)
10: COc1ccc(NC(=O)C2C3CCC(O3)C2C(=O)O)c(OC)c1 (stereo unspecified)
11: CC(=O)OC1CC(OC2C(O)CC(OC3C(O)CC(OC4CCC5(C)C(CCC6C5CC(O)C5(C)C(C7=CC(=O)OC7)CCC65O)C4)OC3C)OC2C)OC(C)C1OC1OC(CO)C(O)C(O)C1O (stereo unspecified)
12: C#CCN1CCN(c2ccc(F)cc2)CC1
13: CN(C)P(=O)(C(Cl)=C(N1CCCCC1)N1CCCCC1)N(C)C
14: COc1cccc(CC(=O)N(C)C2CCCN(Cc3ccccc3F)C2)c1 (stereo unspecified)
15: Cc1nn(Cc2ccccc2)c(C)c1C(=O)NCc1ccccc1F
16: O=C(O)c1ccc(N=Cc2c(O)[nH]c(=O)[nH]c2=O)cc1

Compound	9	10	11	12	13	14	15	16
12-LOX inh	0%	?	14%	6%	-17%[57.4 µM]	-2%	-6%	?
Anesthetic bind	-8%	-10%	13%	-4%	-9%	-4%	-8%	129%[activator]
ERG-DNA inh	-3%	-2%	2%	2%	.	-4%	-4%	-15%
BLM inh	-1%	-3%	-16%	-6%	-1%	-1%	-2%	0%
TRHR agonist	0.1	0.3	.	-0.6	-0.1	-0.2	-0.3	0.4
POLI inh	-12%	18%	-16%&-22%	6%	36%[activator]	106%[activator]	42%[activator]	114%[activator]
Pol kappa inh	-9%	-23%	-10%	4%	-3%	-8%	0%	-13%
APE1 inh	-4%	-7%	-3%	3%	-4%	0%	0%	42%
Pol beta inh	0%	12%	.	12%	8%	-3%	-2%	12%

17: Cc1cc(C(=O)OCC(=O)Nc2ccc(F)cc2F)c(C)n1C1CC1
18: CSc1ncc(Cl)c(C(=O)O)n1
19: CC(C)NC(=O)N1CCC2(CCNCC2)CC1
20: CCOP(=O)(OCC)/C(C#N)=C/c1ccoc1
21: O=C(COc1ccccc1Cl)N1CCN(CCc2ccncc2)CC1
22: CN(C)C(=O)C(CCN1CCC(O)(c2ccc(Cl)cc2)CC1)(c1ccccc1)c1ccccc1
23: CN(C)c1ccc(-[n+]2c(-c3ccccc3)cc(-c3ccccc3)cc2-c2ccccc2)cc1
24: CCOP(=O)(OCC)C(NC(=O)NC)C(N)=O (stereo unspecified)

Compound	17	18	19	20	21	22	23	24
12-LOX inh	?	?	-3%[57.4 µM]	?	?	?	-21%	32%[activator]
Anesthetic bind	.	-15%	.	-1%	29%	3%&-4%	?	3%
ERG-DNA inh	15%	-7%	.	0%	-2%	14%	7%	-3%
BLM inh	.	4%	2%	-4%	-1%	-3%	-8%	-1%
TRHR agonist	0.0	1.3	.	1.1	-0.3	1.0	0.7	1.7
POLI inh	-5%	-8%	.	62%[activator]	21%	-8%	15%	-7%
Pol kappa inh	8%	-16%	0%[60.1 µM]	-27%	4%	-6%[60.1 µM]	-10%	6%
APE1 inh	2%	-3%	4%	-3%	.	-4%	2%	8%
Pol beta inh	.	14%	.	0%	-6%	6%[57.1 µM]	23%	3%

25: CCCCCCC(N)CC(=O)O (stereo unspecified)
26: c1ccc2c(c1)CNc1ccccc1O2
27: CC(C)=CCCC1(C)C=Cc2c(O)c3c(c(CC=C(C)C)c2O1)OC12C(CC4CC1C(C)(C)OC2(C/C=C(/C)C(=O)O)C4O)C3=O (stereo unspecified)
28: O=C(Nc1ccccc1)N1CCCC2(CCN(C(=O)Oc3ccccc3)CC2)C1
29: CCCCOP(=O)(OCCCC)C(O)c1ccc(Br)cc1 (stereo unspecified)
30: Cc1cccc(OP(=O)(Nc2ccc(F)cc2)Oc2cccc(C)c2)c1
31: O=C(C(=O)N1CCC2(CC1)OCCO2)c1c[nH]c2ccccc12
32: C[C@]12CCC(=O)C=C1CC[C@@H]1C2[C@H](O)C[C@]2(C)C(=O)CCC12 (stereo partly specified)

Compound	25	26	27	28	29	30	31	32
12-LOX inh	1%	5%	.	-1%[57.4 µM]	3%	-12%	4%	0%
Anesthetic bind	-10%	?	?	.	-14%	1%	-5%	2%
ERG-DNA inh	-3%	-1%	.	.	.	13%	-1%	0%
BLM inh	-1%	-4%	-13%	-3%	0%	-14%	-4%	1%
TRHR agonist	0.4	1.7	.	.	0.5	0.7	0.0	1.3
POLI inh	7%	-7%	.	.	-7%	63%[activator]	-7%	25%
Pol kappa inh	-2%	-3%	-18%[60.1 µM]	12%[60.1 µM]	-13%	-8%	-12%	7%
APE1 inh	-3%	1%	4%	4%	32%[activator]	-1%	-1%	5%
Pol beta inh	11%	1%	.	.	-7%	1%	4%	11%

33: Cc1ccc(-n2c(/C=C/c3cc(Br)cs3)nc3ccccc3c2=O)cc1C
34: O=C(N/N=C/c1c(O)n(C2CC2)c(=S)[nH]c1=O)c1ccccc1O
35: COc1ccccc1OC(C)C(=O)N1CCC(Cc2ccccc2)CC1 (stereo unspecified)
36: Cc1cc(/C=C2/C(=O)NC(=O)N(C)C2=O)c(C)n1-c1ccccc1
37: COC(=O)C1=C(c2ccc(OCc3ccccc3)cc2)C[C@@H]2CC[C@H]1N2C(=O)NCc1ccc(OC)c(OC)c1
38: CCC12CN3CC(CC)(CN(C1)C3c1cccnc1)C2=O (stereo unspecified)
39: CCn1c(CN2CCN(C)CC2)nc2ccccc21
40: C=C(C)CSc1nnc([C@@H](N)Cc2c[nH]c3ccccc23)o1

Compound	33	34	35	36	37	38	39	40
12-LOX inh	3%	?	?	0%	81%[activator]	1%	-3%	-6%
Anesthetic bind	-1%	2%	1%	-8%	.	7%	3%	?
ERG-DNA inh	-2%	7%	-2%	-5%	1%	3%	-2%	4%
BLM inh	-1%	2%	-1%	-6%	.	0%	2%	-8%
TRHR agonist	0.5	0.6	-0.5	1.0	1.1	0.7	0.0	-0.2
POLI inh	-1%	102%[activator]	-8%	-20%	1%	14%	18%	23%
Pol kappa inh	-15%[60.1 µM]	-22%	-4%	10%	-2%	-4%	-11%[60.1 µM]	-17%
APE1 inh	.	0%	49%[activator]	-8%	-2%	-2%	.	-3%
Pol beta inh	52%	16%	-2%	-2%	.	10%	1%	2%

41: CC12CCC(=O)C=C1CCC1C2CCC2(C)C1CCC2(O)CC#N (stereo unspecified)
42: Nc1ccccc1-[n+]1c(-c2ccccc2)cc(-c2ccccc2)cc1-c1ccccc1
43: Clc1ccc(C(c2ccc(Cl)cc2)C(Cl)(Cl)Cl)cc1
44: Cc1ccc(NC2=NCCCS2)c(C)c1C

Compound	41	42	43	44
12-LOX inh	-1%	-13%	.	-9%
Anesthetic bind	.	1%	3%	-7%
ERG-DNA inh	11%	-8%	.	17%
BLM inh	.	-8%	-4%&1%	-10%
TRHR agonist	.	1.5	.	-1.4
POLI inh	7%	35%[activator]	.	204%[activator]
Pol kappa inh	3%	-2%	-15%&-9%[60.1 µM]	1%
APE1 inh	.	3%	-5%&-2%	7%
Pol beta inh	.	24%	.	33%

Three compounds already listed, ordered by SMILES length, high to low.
11: CC(=O)OC1CC(OC2C(O)CC(OC3C(O)CC(OC4CCC5(C)C(CCC6C5CC(O)C5(C)C(C7=CC(=O)OC7)CCC65O)C4)OC3C)OC2C)OC(C)C1OC1OC(CO)C(O)C(O)C1O (stereo unspecified)
20: CCOP(=O)(OCC)/C(C#N)=C/c1ccoc1
25: CCCCCCC(N)CC(=O)O (stereo unspecified)

Compound	11	20	25
12-LOX inh	14%	?	1%
Anesthetic bind	13%	-1%	-10%
ERG-DNA inh	2%	0%	-3%
BLM inh	-16%	-4%	-1%
TRHR agonist	.	1.1	0.4
POLI inh	-16%&-22%	62%[activator]	7%
Pol kappa inh	-10%	-27%	-2%
APE1 inh	-3%	-3%	-3%
Pol beta inh	.	0%	11%

A portion of the library; rates above refer to the full screens.
